# ALDH1A1 block = blocks purified human ALDH1A1 activity | 220,000 tested, 7.3% active | Potency, µM (doses to about 75.3 µM), for the others: at the highest dose activity, negative = inhibition, most hits filed as inhibitors | AID 1030 | Purified ALDH1A1, NADH fluorescence, propionaldehyde substrate | P00352; active = well fitted inhibition curve with a large enough effect, not every such curve was filed as active; inconclusive = small, poorly fitted or top-dose-only effect, or another doubt; inactive = no such curve, though single readings can be large or run the other way;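 also: plate controls were no enzyme wells and a reference inhibitor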
# TRb-SRC2 inh = inhibitors of human thyroid hormone receptor beta-SRC2 interaction | TRbeta-SRC2 peptide binding, fluorescence polarization; receptor liganded with 1 µM T3 | Potency, µM (top dose mostly 106 µM), for the others: top-dose activity change, negative = inhibition, usual class: inhibitors | 280,000 tested, 0.065% active;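 also: plate controls were bound peptide for no effect and peptide without receptor for full effect; nearly all actives have a fitted effect of over 50% in size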
#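 Fluorescence polarization of 20 nM Texas Red SRC2 peptide with 0.6 uM human TRb ligand-binding domain, in Tris buffer with 1uM T3 and 5% DMSO. Incubated 5 hr ambient; normalized to unbound and bound controls.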
# L3MBTL1 block = L3MBTL1 (human) inhibition. AlphaScreen L3MBTL1–H3K9me1 peptide binding. Potency, µM (titrated, usually from 57.1 µM), without a hit: top-dose activity, negative = inhibition, most hits filed as inhibitors. 230,000 tested, 0.66% active. AID 485360; also: nearly all actives have a fitted effect of over 60% in size
# Target sequence (Q9Y468 whole entry, looked up): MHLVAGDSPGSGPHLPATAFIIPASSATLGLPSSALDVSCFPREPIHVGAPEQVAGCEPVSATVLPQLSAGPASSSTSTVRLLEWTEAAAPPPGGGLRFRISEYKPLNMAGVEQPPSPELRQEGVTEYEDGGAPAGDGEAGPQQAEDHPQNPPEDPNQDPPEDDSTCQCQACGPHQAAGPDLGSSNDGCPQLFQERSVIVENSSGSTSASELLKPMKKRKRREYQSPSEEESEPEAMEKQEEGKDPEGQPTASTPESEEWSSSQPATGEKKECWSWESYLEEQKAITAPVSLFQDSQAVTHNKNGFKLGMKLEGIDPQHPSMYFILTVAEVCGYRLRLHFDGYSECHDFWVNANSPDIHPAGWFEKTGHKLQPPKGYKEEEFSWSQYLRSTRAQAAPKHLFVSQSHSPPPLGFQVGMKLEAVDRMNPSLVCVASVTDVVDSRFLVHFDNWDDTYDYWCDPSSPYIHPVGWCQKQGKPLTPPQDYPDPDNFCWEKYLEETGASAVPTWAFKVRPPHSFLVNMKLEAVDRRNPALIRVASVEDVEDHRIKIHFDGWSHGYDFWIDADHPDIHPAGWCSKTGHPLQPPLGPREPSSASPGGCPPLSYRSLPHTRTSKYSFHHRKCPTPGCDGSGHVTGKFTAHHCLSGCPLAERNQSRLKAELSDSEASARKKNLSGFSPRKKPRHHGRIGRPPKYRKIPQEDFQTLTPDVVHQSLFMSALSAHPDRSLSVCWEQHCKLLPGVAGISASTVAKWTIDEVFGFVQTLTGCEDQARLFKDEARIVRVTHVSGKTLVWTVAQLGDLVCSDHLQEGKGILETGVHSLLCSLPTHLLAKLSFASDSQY
#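 L3MBTL1 50 nM + b-AHA-H3(1-15)K9me1 75 nM, 30 min RT; compound added, 30 min RT; streptavidin donor/Ni-chelate acceptor beads 10 ug/mL each final, 30 min RT dark; AlphaScreen read.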
# Tau FP inhib = tau fibrillization inhibition (FP); K18 P301L tau heparin fibrillization, Alexa594 FP, 6 h; Potency, µM (top dose mostly 57.7 µM), inactives show at the top dose activity, negative = inhibition, most hits filed as inhibitors; 280,000 tested, 0.39% active; AID 1468; also: nearly all actives have a fitted effect of over 55% in size
#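 Compound effects on tau fibrillization are measured by Alexa 594 fluorescence polarization (ex 555, em 632 nm). K18 P301L tau is used at 15 uM with 0.24 uM labeled tracer, and 20 uM heparin induces aggregation over 6 hr at 37 C.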
# Tau fluor counter = counter-screen for tau fibril formation inhibitors. tau K18 P301L Alexa594 fluorescence, heparin fibrillization. Potency, µM (highest dose often 57.7 µM), for the others: at the top dose activity change, negative = decrease. 280,000 tested, 0.93% active. AID 1463; also: nearly all actives have a fitted effect of over 55% in size
#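 Human K18 P301L tau (15 uM unlabeled plus 0.24 uM Alexa 594-labeled, final) in 100 mM sodium acetate pH 7 was mixed with compound and 20 uM heparin and incubated 6 hr at 37 C.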
# aGal spleen mod = inhibits or activates alpha-galactosidase in human spleen homogenate | 240,000 tested, 0.008% active | P06280 | Potency, µM (titrated, usually from 80 µM), for the others: top-dose activity change, negative = inhibition, actives largely listed as inhibitors | human spleen homogenate, 4MU-alpha-Gal fluorescence, 40 min;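 also: 0% = enzyme with vehicle and -100% = no enzyme basal signal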
#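 Fluorogenic readout (Ex 365/Em 440 nm) of 4-methylumbelliferone released from 1 mM 4-MU-alpha-galactoside by spleen homogenate, 40 min at 37C, pH 5.0. Data normalized to no-enzyme and enzyme controls; Hill-equation AC50 from compound titrations.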
# TexasRed fluor = Texas Red fluorescence interference in TRb-SRC2 counter-screen. TRb/SRC2 Texas Red total fluorescence interference. Potency, µM (doses to about 106 µM), for inactives: at the top dose fluorescence change, negative = quenching. 280,000 tested, 0.29% active. AID 1479; active = well fitted curve in either direction with a large enough effect; inconclusive = small, poorly fitted or top-dose-only effect
#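 Human TRb ligand-binding domain at 0.6 uM with 20 nM Texas Red SRC2 peptide in Tris buffer containing 1 uM T3 and 5% DMSO, incubated with compound 5 h at ambient temperature. Total fluorescence (555/632 nm) calculated as parallel + 2 × perpendicular.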
# Tau ThT inhib = blocks human tau fibril formation measured by thioflavin T. 270,000 tested, 2.1% active. AID 1460. Potency, µM (series often up to 57.4 µM), for the others: at the top dose activity, negative = inhibition, most hits filed as inhibitors. recombinant tau K18 P301L, heparin-induced fibrillization, ThT fluorescence; also: nearly all actives have a fitted effect of over 55% in size
#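 Fibril formation assay: tau K18 P301L at 15 uM with trace Alexa 594 label, heparin inducer 20 uM, pH 7 sodium acetate buffer, 37 C for 6 hr; endpoint ThT signal.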
# Starred values were filed as active, the others as inactive; ? = inconclusive; · = no result given; [ ] = remark or other dose. Unless noted, calls follow the shape of the dose curve; as a rule, active = well fitted curve in the direction sought with a large enough effect; inconclusive = small, poorly fitted or top-dose-only effect, or another doubt; inactive = no such curve, though single readings can be large; an effect the other way counts as inactive or inconclusive. Unless noted, % is scaled to controls: 0 for no effect and ±100 for the full control effect; potency is read from the fitted curve at half-maximal effect.
# A first look, 2 compounds:
SMILES,ALDH1A1 block,TRb-SRC2 inh,L3MBTL1 block,Tau FP inhib,Tau fluor counter,aGal spleen mod,TexasRed fluor,Tau ThT inhib
CCOC(=O)c1[nH]c(C)c(CCC(=O)OC)c1C,4%,-11%,-10%,3%,-6%,-2%,-2%,-9%
N#C/C(=C/c1cn(CC(=O)O)c2ccccc12)C(=O)NCc1ccccc1,-16%,-3%,3%,6%,-10%,-9%,-3%,-11%

# All compounds of this part, from the first entry:
SMILES,ALDH1A1 block,TRb-SRC2 inh,L3MBTL1 block,Tau FP inhib,Tau fluor counter,aGal spleen mod,TexasRed fluor,Tau ThT inhib
CCOC(=O)c1[nH]c(C)c(CCC(=O)OC)c1C,4%,-11%,-10%,3%,-6%,-2%,-2%,-9%
N#C/C(=C/c1cn(CC(=O)O)c2ccccc12)C(=O)NCc1ccccc1,-16%,-3%,3%,6%,-10%,-9%,-3%,-11%
O=C(Nc1ccc2nn(-c3ccccc3)nc2c1)c1cccs1,?,2%,·,?,-19%,4%,-10%,-4%
c1ccc(C2Oc3ccccc3C3CC(c4cccs4)=NN32)cc1 (centres undefined),13µM*,-7%,-3%,-14%,-21%,-7%,-2%,?
O=C(NCc1ccc2c(c1)OCO2)C12CC3CC(CC(C3)C1)C2,6%,-12%,·,-6%,-8%,2%,0%,-13%
CCOc1ccccc1NC(=O)c1nc(S(=O)(=O)Cc2cccc(C)c2)ncc1Cl,·,-5%,·,-3%,0%,·,-3%,?
O=C(Cn1cc(SCc2cccc(C(F)(F)F)c2)c2ccccc21)N1CCCCCC1,·,9%,·,9%,-24%,·,-1%,?
CCc1nnc(NC(=O)c2nc(SCc3ccccc3F)ncc2Cl)s1,·,3%,·,-3%,-26%,·,-1%,?
CCCOc1cc(N)ccc1C(=O)OCCN(CC)CC,7%[20.9 µM],-5%[53 µM],0%,·,·,-11%[29.1 µM],-1%[53 µM],·
Cc1ccc(Cn2c(NC(=O)c3ccco3)nc3ccccc32)cc1,?,3%,-3%,-10%,-6%,0%,0%,2%
COC(=O)c1ccc(/C=N/NC(=O)CCSc2nc3ccccc3s2)cc1,4%,-2%,1%,-6%,-6%,1%,6%,-2%
Cc1ccc(-n2c(=S)[nH]c3sc4c(c3c2=O)CCc2ccccc2-4)cc1,-6%,0%,0%,-1%,-23%,3%,-3%,?
Cc1ccc(S(=O)(=O)N2CCN(S(=O)(=O)N3CCCCCC3)CC2)cc1,13%,-1%,16%,-4%,7%,9%,-3%,4%
COc1ccc(/C(O)=C2/C(=O)C(=O)N(Cc3ccco3)C2c2cccs2)cc1 (centres undefined),6%,-4%,8%,?,-14%,0%,-4%,?
CCc1ccc(-c2cn3c(n2)SCC3)cc1,-2%,2%,-23%,-7%,-14%,2%,-2%,?
COc1ccc(CC(NC(C)=O)C(=O)NC2CCN(c3nnnn3-c3ccccc3)CC2)cc1OC (centres undefined),10µM*,-8%,6%,1%,3%,-12%,-1%,-1%
Cc1ccc(C(=O)O/N=C(\N)c2ccc(Br)cc2)cc1C,20%,-7%,·,-1%,-1%,-3%,1%,?
O=C(CNc1ccccc1)NN=C1CCCC1,?,0%,-8%,-3%,-2%,-9%,-2%,-6%
S=c1[nH]c2ccc(Cl)cc2s1,1.3µM*,-1%,-4%,-5%,-14%,-7%,3%,?
Cc1ccc(-c2nnn(CC(=O)N(c3ccccc3)C(C(=O)NC(C)(C)C)c3cccs3)n2)o1 (centres undefined),13%,0%,-4%,-13%,6%,-9%,-6%,1%

# An excerpt from above in order of SMILES length, smallest number first:
SMILES,ALDH1A1 block,TRb-SRC2 inh,L3MBTL1 block,Tau FP inhib,Tau fluor counter,aGal spleen mod,TexasRed fluor,Tau ThT inhib
O=C(CNc1ccccc1)NN=C1CCCC1,?,0%,-8%,-3%,-2%,-9%,-2%,-6%
CCc1ccc(-c2cn3c(n2)SCC3)cc1,-2%,2%,-23%,-7%,-14%,2%,-2%,?
CCCOc1cc(N)ccc1C(=O)OCCN(CC)CC,7%[20.9 µM],-5%[53 µM],0%,·,·,-11%[29.1 µM],-1%[53 µM],·
Cc1ccc(C(=O)O/N=C(\N)c2ccc(Br)cc2)cc1C,20%,-7%,·,-1%,-1%,-3%,1%,?
Cc1ccc(Cn2c(NC(=O)c3ccco3)nc3ccccc32)cc1,?,3%,-3%,-10%,-6%,0%,0%,2%
COC(=O)c1ccc(/C=N/NC(=O)CCSc2nc3ccccc3s2)cc1,4%,-2%,1%,-6%,-6%,1%,6%,-2%
Cc1ccc(S(=O)(=O)N2CCN(S(=O)(=O)N3CCCCCC3)CC2)cc1,13%,-1%,16%,-4%,7%,9%,-3%,4%
Cc1ccc(-n2c(=S)[nH]c3sc4c(c3c2=O)CCc2ccccc2-4)cc1,-6%,0%,0%,-1%,-23%,3%,-3%,?
CCOc1ccccc1NC(=O)c1nc(S(=O)(=O)Cc2cccc(C)c2)ncc1Cl,·,-5%,·,-3%,0%,·,-3%,?
COc1ccc(/C(O)=C2/C(=O)C(=O)N(Cc3ccco3)C2c2cccs2)cc1 (centres undefined),6%,-4%,8%,?,-14%,0%,-4%,?
COc1ccc(CC(NC(C)=O)C(=O)NC2CCN(c3nnnn3-c3ccccc3)CC2)cc1OC (centres undefined),10µM*,-8%,6%,1%,3%,-12%,-1%,-1%
Cc1ccc(-c2nnn(CC(=O)N(c3ccccc3)C(C(=O)NC(C)(C)C)c3cccs3)n2)o1 (centres undefined),13%,0%,-4%,-13%,6%,-9%,-6%,1%

# (continued)
SMILES,ALDH1A1 block,TRb-SRC2 inh,L3MBTL1 block,Tau FP inhib,Tau fluor counter,aGal spleen mod,TexasRed fluor,Tau ThT inhib
CC1N(C)c2cc(NC(=O)c3cccs3)c(P(=O)(Nc3ccc([N+](=O)[O-])cc3)N3CCOCC3)cc2C1(C)C (centres undefined),-2%,5%,·,11%,?,8%,0%,-16%
COc1ccc(-c2cc(C(=O)N3CCN(c4ccccc4)CC3)no2)cc1OC,0%,-6%,·,10%,-25%,6%,-2%,?
Cc1ccc(Nc2sc(C(=O)c3ccccc3)c(N)c2C(N)=O)cc1,·,10%,·,0%,?,·,4%,?
Cc1ccc(NC(=O)Cc2cn(C)c3ccccc23)cc1F,?,1%,·,8%,?,1%,-1%,-12%
CN(Cc1ccccc1)C(=O)CNC(=O)Cn1cnc2ccccc2c1=O,-3%,3%,3%,10%,-1%,-9%,-1%,-5%

# Compounds as they come. About 8.5% of those tested had a hit in this group.
